# T cruzi growth: T. cruzi intracellular proliferation inhibitors, primary screen, cell-based, beta-gal Tulahuen parasites, NIH3T3 host, luminescence | inhibition, % at 8.34 µM | 77,000 tested, 5.9% active | AID 624255, 2012 | T. cruzi beta-gal in NIH3T3, GalScreen luminescence, 90 h;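 active = mean inhibition above about 93%, with at least 55% of replicates each passing it, limit read from the data, passing the limit was not always enough; inconclusive = only one of those two conditions holds; inactive = neither condition holds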
# GASC1 inh: inhibitors of GASC-1 (KDM4C) histone demethylase, primary screen, biochemical, single concentration HTS; Lysine-specific demethylase 4C (Homo sapiens), Q9H3R0; GST-KDM4C 2-372, H3K9me3 peptide, LANCE TR-FRET; inhibition, % at 12.5 µM; 96,000 tested, 0.15% active; AID 720574, 2013;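 active = mean replicate inhibition above about 25%, with at least 55% of replicates also reaching it, limit read from the data, passing the limit was not always enough; inconclusive = only one of those two conditions met; inactive = neither condition met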
# Target sequence (Q9H3R0 2-372 limits assumed): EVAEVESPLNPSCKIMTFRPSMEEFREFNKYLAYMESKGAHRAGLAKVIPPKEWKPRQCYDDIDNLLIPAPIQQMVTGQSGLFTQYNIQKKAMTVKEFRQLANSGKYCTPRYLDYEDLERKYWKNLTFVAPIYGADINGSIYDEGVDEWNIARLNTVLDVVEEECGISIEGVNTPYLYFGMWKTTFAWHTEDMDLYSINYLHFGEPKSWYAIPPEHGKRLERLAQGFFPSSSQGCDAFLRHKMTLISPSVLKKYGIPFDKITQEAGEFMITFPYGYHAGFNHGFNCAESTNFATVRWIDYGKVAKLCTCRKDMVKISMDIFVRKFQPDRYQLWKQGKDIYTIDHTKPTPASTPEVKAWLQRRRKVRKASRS
#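 reagent = H3K9me3 peptide substrate, Fe(II), 2-oxoglutarate | system = GST-tagged GASC-1 (JMJD2C) catalytic fragment, aa 2-372 | amount = enzyme final amount 10 nM | read-out = Fall in 671/618 emission ratio as inhibition | medium = HEPES buffer, pH 7.5, plus ascorbate | schedule = 30 min reaction, 60 min detection, RT | measured by = LANCE TR-FRET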
# Pf Dd2 growth: P. falciparum Dd2 growth inhibitors, primary screen, SYBR Green fluorescence, single dose replicates; 72 h; stronger effect = lower value; activity change, % at 10 µM; 94,000 tested, 2.3% active; in the data active = activity change below about -80%; inconclusive = no clear call, values can overlap the other calls
# C diff growth: C. difficile growth inhibitors, primary screen, HTS | Clostridium difficile clinical isolate growth, OD600, 24 h; stronger effect = lower value | growth activity, negative = inhibition, % at 16 µg/mL (by protocol) | 86,000 tested, 0.25% active | AID 1259249, 2017;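 active = mean growth activity at or below -80% and every replicate also at or below -80%; inconclusive = mean at or below -80% but some replicate above -80%; inactive = mean growth activity above -80%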;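 also: 0% = DMSO wells and -100% = levofloxacin 16 µg/mL wells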
# Starred values were filed as active, the others as inactive; ? = inconclusive; . = no result given; & = joins results of further samples.
mol	Pf Dd2 growth	C diff growth	T cruzi growth	GASC1 inh
Cc1ccc(S(=O)(=O)N(C)C[C@@H]2OCCCC[C@@H](C)Oc3ccc(NC(=O)CCC(F)(F)F)cc3C(=O)N([C@H](C)CO)C[C@H]2C)cc1	-71	.	.	-0.7
CCCNC(=O)N(C)C[C@@H]1Oc2ncc(C#CC3CCCCC3)cc2C(=O)N([C@H](C)CO)C[C@H]1C	-37	-9	48	0.4
O=C(Nc1ccc(F)cc1)N1CCCCN2[C@H](C1)[C@@H](c1ccc(C#Cc3ccccc3)cc1)[C@@H]2CO	-59	-6	45	-1.1
Cc1noc(C)c1NC(=O)N(C)C[C@@H]1OCCCC[C@H](C)Oc2ccc(NC(=O)CCC(F)(F)F)cc2C(=O)N([C@@H](C)CO)C[C@H]1C	8	-7	71	0.7
O=C(Cc1ccccc1)N1CC2(C1)[C@H](c1ccccc1)[C@@H](CO)N2S(=O)(=O)Cc1ccccc1	-22	-4	.	-0.3
O=C(Nc1ccc2c(c1)[C@H]1C[C@H](CC(=O)N3CCCCC3)O[C@H](CO)[C@H]1O2)NC1CCCC1	-25	-4	35	3.1
CC(C)C#Cc1cnc2c(c1)C(=O)N([C@H](C)CO)C[C@H](C)[C@@H](CN(C)S(=O)(=O)c1cn(C)cn1)O2	18	1	-20	-4.9
COc1ccc2c3c([nH]c2c1)[C@H](CO)N(Cc1ccccc1F)CC31CCN(C(=O)C2CCCC2)CC1	-18	-11	.	-1.4
Cc1noc(C)c1S(=O)(=O)Nc1ccc2c(c1)CC(=O)N([C@@H](C)CO)C[C@@H](C)[C@H](CN(C)Cc1ccc(Cl)c(Cl)c1)O2	-23	79	-44	-1.0
COc1ccccc1-c1ccc2c(c1)O[C@H](CN(C)CC1CC1)[C@H](C)CN([C@H](C)CO)S2(=O)=O	-61	.	60	-0.2
COc1ccc(C#Cc2ccc3c(c2)[C@@H]2[C@@H](CCN2C(=O)CN2CCOCC2)[C@H](CO)N3C)cc1	-71	3	59	-0.7
O=C(NC[C@@H]1CC[C@H]2[C@H](CN2Cc2cccc(Cl)c2)O1)C1CC1	37	-2	.	.
O=C(C[C@@H]1CC[C@@H]2[C@H](COC[C@H](O)CN2S(=O)(=O)c2ccc(Oc3ccccc3)cc2)O1)Nc1ccccc1	-38	64&32	.	0.3
C[C@@H]1CN([C@H](C)CO)C(=O)c2cc(NS(=O)(=O)c3ccc(Cl)cc3)ccc2O[C@@H](C)CCCCO[C@@H]1CN(C)S(C)(=O)=O	-19	0	39	0.3
C[C@@H](NC(=O)C[C@@H]1C[C@@H]2c3cc(NC(=O)CN(C)C)ccc3O[C@@H]2[C@H](CO)O1)c1ccccc1	-30	3	-8	-0.8
COc1cccc(NC(=O)Nc2ccc3c(c2)C(=O)N(C)C[C@H](OC)[C@@H](C)CN(C)[C@H](C)CO3)c1	-26	7	-36	3.6
C[C@H](CO)N1C[C@H](C)[C@@H](CN(C)Cc2ccc(Oc3ccccc3)cc2)Oc2ccc(NC(=O)Nc3ccc4c(c3)OCO4)cc2C1=O	-25	16	?	1.6
C[C@@H]1CCCCO[C@H](CN(C)Cc2ccc3c(c2)OCO3)[C@@H](C)CN([C@@H](C)CO)C(=O)c2cc(NS(=O)(=O)c3cccs3)ccc2O1	-15	-66	33	-0.4
C[C@@H]1CN([C@@H](C)CO)C(=O)c2cc(-c3cccc(F)c3)cnc2O[C@@H]1CN(C)Cc1cccc(F)c1	0	3	79	-0.4
O=C(NCC[C@H]1CC[C@@H](NC(=O)C2CCOCC2)[C@@H](CO)O1)Nc1ccc(Cl)cc1	14	-5	-62	3.1
CCC(=O)N[C@@H]1C=C[C@H](CC(=O)NCc2ccccc2F)O[C@@H]1CO	3	.	23	0.9
O=C(C[C@H]1C[C@H]2c3cc(NS(=O)(=O)c4ccc(F)cc4)ccc3O[C@H]2[C@@H](CO)O1)NCc1ccc(Oc2ccccc2)cc1	-52	.	119*	-2.6
COc1ccc(NC(=O)N(C)C[C@H]2OCCCC[C@@H](C)Oc3ccc(NC(=O)NC(C)C)cc3C(=O)N([C@H](C)CO)C[C@@H]2C)cc1	-20	1	-6	0.1
Cc1ccc(S(=O)(=O)Nc2ccc3c(c2)CC(=O)N([C@@H](C)CO)C[C@H](C)[C@H](CN(C)Cc2ccccc2)O3)cc1	-4	-7	.	-2.5
CN(C)CCCNC(=O)C[C@@H]1CC[C@H]2[C@H](COc3ccc(NC(=O)c4cccc(F)c4)cc3C(=O)N2C)O1	0	-3	51	-0.3
Cc1noc(C)c1NC(=O)Nc1ccc2c(c1)C(=O)N([C@H](C)CO)C[C@H](C)[C@@H](CN(C)S(=O)(=O)c1cn(C)cn1)OCCCC[C@@H](C)O2	45	-13	52	1.3
C[C@@H]1CCCCO[C@@H](CN(C)S(=O)(=O)c2ccc(F)cc2)[C@@H](C)CN([C@H](C)CO)C(=O)c2cc(NC(=O)CCC(F)(F)F)ccc2O1	.	2	11	0.9
COc1ccc(NC(=O)N(C)C[C@@H]2Oc3c(NC(=O)Nc4c(C)noc4C)cccc3C(=O)N([C@H](C)CO)C[C@@H]2C)cc1	4	.	-28	-1.2
CO[C@@H]1CN(C)C(=O)c2ccc(NC(=O)C3CC3)cc2OC[C@@H](C)N(Cc2nccs2)C[C@@H]1C	.	.	71	-0.5
CC(C)NC(=O)Nc1ccc2c(c1)C(=O)N([C@@H](C)CO)C[C@H](C)[C@@H](CN(C)Cc1ccc3c(c1)OCO3)OCCCC[C@H](C)O2	-27	-1	49	0.9
C[C@@H]1CN([C@@H](C)CO)C(=O)c2cc(C#Cc3cccnc3)cnc2O[C@@H]1CN(C)C(=O)CN(C)C	3	3	.	-0.7
O=C(N[C@H]1CC[C@H](CCn2cc(-c3ccc(F)cc3)nn2)O[C@@H]1CO)c1cnccn1	-19	-1	.	1.1
C[C@H]1CN([C@@H](C)CO)C(=O)Cc2cc(NC(=O)C3CC3)ccc2O[C@H]1CN(C)Cc1ccc2c(c1)OCO2	21	-2	9	9.6
Cc1ccc(S(=O)(=O)Nc2cccc3c2O[C@@H](CN(C)CC2CC2)[C@@H](C)CN([C@@H](C)CO)C3=O)cc1	12	3	-4	1.1
COCC(=O)Nc1ccc2c(c1)C(=O)N(C)C[C@H](OC)[C@H](C)CN(C(=O)c1cccnc1)[C@@H](C)CO2	-22	.	2	3.2
C[C@H](CO)N1C[C@H](C)[C@@H](CN(C)Cc2ccc(C(F)(F)F)cc2)Oc2ccc(NC(=O)Cc3cn(C)c4ccccc34)cc2C1=O	-22	1	118*	9.3
C[C@H]1CN([C@@H](C)CO)C(=O)Cc2cc(N(C)C)ccc2O[C@H]1CN(C)Cc1ccccc1	14	4	62	1.7
COC(=O)[C@@H]1[C@@H](CO)[C@@H]2Cn3c(ccc(-c4cccc(F)c4)c3=O)[C@@H]2N1S(C)(=O)=O	.	1	11	0.7
Cc1noc(C)c1NC(=O)Nc1ccc2c(c1)C(=O)N([C@H](C)CO)C[C@H](C)[C@@H](CN(C)C)O2	20	-3	.	-0.1
C[C@@H]1CCCCO[C@H](CN(C)C)[C@H](C)CN([C@@H](C)CO)C(=O)c2cc(NC(=O)C3CCCCC3)ccc2O1	3	-3	6	-1.2
CC(=O)N1[C@H](CO)[C@H]2c3ccccc3N(S(=O)(=O)c3ccccc3)C[C@H]21	0	-5	49	-1.1
C[C@@H]1CN([C@@H](C)CO)C(=O)c2cc(-c3cccnc3)cnc2O[C@H]1CN(C)C(=O)Nc1ccccc1	12	-2	11	-0.2
CO[C@@H]1CN(C)C(=O)c2ccc(NC(=O)c3cccc(F)c3)cc2OC[C@H](C)NC[C@@H]1C	11	-3	7	-0.2
C[C@H]1CCCCO[C@H](CN(C)S(C)(=O)=O)[C@@H](C)CN([C@@H](C)CO)C(=O)c2cc(NS(=O)(=O)c3ccccc3)ccc2O1	7	4	-16	-0.1
CNC(=O)C[C@H]1CC[C@@H]2[C@H](COC[C@H](O)CN2C(=O)c2ccc3c(c2)OCO3)O1	8	5&-2	.	0.8
CO[C@H]1CN(C)C(=O)c2ccc(NC(=O)c3ccccc3)cc2OC[C@H](C)N(C(=O)CN(C)C)C[C@H]1C	11	.	-10	1.9
O=C(C[C@@H]1C=C[C@H](NC(=O)C2CC2)[C@H](CO)O1)Nc1ccccc1	6	2	13	-1.5
C[C@H]1CN([C@@H](C)CO)S(=O)(=O)c2ccc(-c3ccc(F)cc3)cc2O[C@@H]1CN(C)C(=O)Nc1ccccc1F	?	13	49	-0.6
CCS(=O)(=O)N1CCCCN2[C@@H](CO)[C@H](c3ccc(-c4ccccc4F)cc3)[C@@H]2C1	-11	1	?	0.2
C[C@@H]1CN([C@@H](C)CO)C(=O)c2cccc(NC(=O)C3CCCCC3)c2O[C@H]1CN(C)C(=O)Nc1ccc(F)cc1	-10	-7	34	0.4
C[C@@H]1CN([C@H](C)CO)C(=O)c2cc(NS(=O)(=O)c3cccs3)ccc2O[C@@H]1CN(C)C(=O)Nc1ccc2c(c1)OCO2	15	.	2	0.6
COc1ccc2c3c(n(C)c2c1)[C@H](CO)N(Cc1ccccc1)CC31CN(S(C)(=O)=O)C1	-34	5	.	-0.9
COc1ccc(S(=O)(=O)Nc2ccc3c(c2)C(=O)N([C@H](C)CO)C[C@@H](C)[C@@H](CN(C)C(=O)Nc2ccc(C(F)(F)F)cc2)O3)cc1	-36	-3	6	-0.6
C[C@@H]1CN([C@H](C)CO)C(=O)c2cc(C3=CCCC3)cnc2O[C@H]1CN(C)C	23	8	-41	1.4
O=C(NCC[C@H]1CC[C@@H](NS(=O)(=O)c2ccc(F)cc2)[C@@H](CO)O1)Nc1ccc(F)cc1	-11	6	.	2.8
Cc1noc(C)c1NC(=O)Nc1ccc2c(c1)C(=O)N([C@H](C)CO)C[C@H](C)[C@H](CN(C)C(=O)NC(C)C)OCCCC[C@@H](C)O2	37	-12	-66	14
C[C@H]1CN([C@@H](C)CO)C(=O)c2cc(NC(=O)NC3CCCCC3)ccc2O[C@H]1CN(C)C(=O)Nc1ccccc1	-12	-8	52	-0.2
O=C(c1ccccc1)N1C[C@H]2[C@@H](c3ccccc31)[C@H](CO)N2C(=O)c1ccccn1	4	-3	57	2.6
C[C@@H]1CN([C@H](C)CO)S(=O)(=O)c2ccc(-c3cccc(C#N)c3)cc2O[C@@H]1CN(C)C(=O)C1CC1	-21	0	51	1.8
O=C(c1ccccc1)N1CC[C@@H]2[C@H](CO)Nc3ccc(C#CC4CCCCC4)cc3[C@@H]21	-35	38	.	-1.4

# Given with each value named: entries from further up
> C[C@H]1CCCCO[C@H](CN(C)S(C)(=O)=O)[C@@H](C)CN([C@@H](C)CO)C(=O)c2cc(NS(=O)(=O)c3ccccc3)ccc2O1
  Pf Dd2 growth = 7 | C diff growth = 4 | T cruzi growth = -16 | GASC1 inh = -0.1
> CO[C@H]1CN(C)C(=O)c2ccc(NC(=O)c3ccccc3)cc2OC[C@H](C)N(C(=O)CN(C)C)C[C@H]1C
  Pf Dd2 growth = 11 | C diff growth = . | T cruzi growth = -10 | GASC1 inh = 1.9
> C[C@@H]1CN([C@H](C)CO)C(=O)c2cc(NS(=O)(=O)c3cccs3)ccc2O[C@@H]1CN(C)C(=O)Nc1ccc2c(c1)OCO2
  Pf Dd2 growth = 15 | C diff growth = . | T cruzi growth = 2 | GASC1 inh = 0.6
> CNC(=O)C[C@H]1CC[C@@H]2[C@H](COC[C@H](O)CN2C(=O)c2ccc3c(c2)OCO3)O1
  Pf Dd2 growth = 8 | C diff growth = 5&-2 | T cruzi growth = . | GASC1 inh = 0.8

# The results go on:
mol	Pf Dd2 growth	C diff growth	T cruzi growth	GASC1 inh
CO[C@@H]1CN(C)C(=O)c2cc(NS(=O)(=O)c3ccc(-c4ccccc4)cc3)ccc2OC[C@H](C)NC[C@H]1C	-11	4	6	-1.2
OC[C@H]1[C@H](c2ccccc2)C2(CN(Cc3ccncc3)C2)N1Cc1ccncc1	-47	-4	.	1.4
C[C@H](CO)N1C[C@H](C)[C@@H](CN(C)Cc2ccc(Oc3ccccc3)cc2)Oc2c(NC(=O)Nc3cccc4ccccc34)cccc2C1=O	-33	.	103	-0.7
CCC(=O)N1CC2(C1)[C@H](c1ccccc1)[C@H](CO)N2S(=O)(=O)Cc1ccccc1	0	-1	.	3.0
C[C@H](CO)N1C[C@H](C)[C@@H](CN(C)Cc2ccc(C(=O)O)cc2)Oc2ccc(NC(=O)Nc3cccc4ccccc34)cc2CC1=O	-7	-2	.	0.4

# From PubChem
